G6PDH counter = inhibits Leuconostoc G6PDH, flagging false hits in G6PDH-based assays; AID 1020; Purified L. mesenteroides G6PDH, diaphorase/resazurin coupled fluorescence, 45 min; 0.12% of 200,000 active; inhibition, % at 5 µM; in the data active = inhibition above about 50%
NF-kB expr up = compounds increasing NF-kB expression in human neuronal cells; AID 1239; 1.6% of 190,000 active; NF-kB reporter expression; hits give high values; fold change at 12.5 µM; in the data active = fold change above about 3.3
STAT1 act = increases IFN-gamma driven STAT1 reporter signal. NIH 3T3 STAT1-luciferase reporter, luminescence; 100% = IFN-gamma alone, no compound. activation (% of control), % at 5.5 µM. 2.6% of 200,000 active. AID 932;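 active = activation above the screen-wide mean activation plus 3 SD, cut at about 130% in these data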;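 also: raw ratio to IFN-gamma control signal so 100% means no change and 0% no light; values of inactives mirror those of a sister screen read the other way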
FLuc stim CS = firefly luciferase counter-screen for stimulation assays | AID 1027 | activation factor at 10 µM | 200,000 tested, under 10 active | ATPlite luciferase biochemical, luminescence, 10 min; 0 = ATP-free wells, 1 = DMSO control;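 active = luciferase activation factor, scaled between plate controls, of at least 2 with compound at 10 µM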
Target sequence (P08659 whole entry, looked up): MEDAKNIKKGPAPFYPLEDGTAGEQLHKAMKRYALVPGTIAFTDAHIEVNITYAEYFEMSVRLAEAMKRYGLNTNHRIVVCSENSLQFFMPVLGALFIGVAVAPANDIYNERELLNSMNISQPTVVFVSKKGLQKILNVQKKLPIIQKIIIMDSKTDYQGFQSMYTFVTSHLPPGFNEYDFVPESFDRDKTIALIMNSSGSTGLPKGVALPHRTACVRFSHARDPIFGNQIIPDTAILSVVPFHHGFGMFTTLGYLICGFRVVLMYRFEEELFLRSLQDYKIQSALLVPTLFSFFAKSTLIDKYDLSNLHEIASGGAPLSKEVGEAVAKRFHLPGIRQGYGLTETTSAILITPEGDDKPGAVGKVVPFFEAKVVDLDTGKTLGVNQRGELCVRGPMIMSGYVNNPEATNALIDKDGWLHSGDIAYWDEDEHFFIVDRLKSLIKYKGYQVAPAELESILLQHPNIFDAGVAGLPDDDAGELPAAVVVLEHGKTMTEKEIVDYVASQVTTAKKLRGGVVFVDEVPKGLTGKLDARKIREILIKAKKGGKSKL
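Material: Luciferase/luciferin reagent mix; Doses: test compounds dosed from 2 mM stocks in 100% DMSO; Schedule: 10 min incubation after luciferase reagent addition, room temperature; Measured by: luminescence from luciferase reaction; Read-out: luminescence gain marking luciferase activators.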
APP 5UTR inh = APP translation inhibition; SH-SY5Y APP 5'UTR-luciferase reporter, luminescence; inhibition, % at 2 µM; 0.82% of 190,000 active;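 active = inhibition above a set limit, derived from the sample mean plus 3 SD, cut at about 45% in these data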; also: values of inactives mirror those of a sister screen read the other way
APP 5'UTR act = activates APP 5'UTR luciferase reporter; SH-SY5Y APP 5'UTR luciferase reporter, luminescence; zero percent = DMSO vehicle wells; activation, % at 2 µM; 1% of 190,000 active;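 active = activation above a set limit, based on mean plus 3 SD of controls, cut at about 140% in these data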; also: values of inactives mirror those of a sister screen read the other way
FLuc inhib CS = counter-screen for luciferase assay inhibitors: firefly luciferase inhibition; inhibition, % at 10 µM; P08659; ATPLite firefly luciferase biochemical luminescence, 10 min; 1.5% of 200,000 active;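 active = inhibition above about 50% when tested at 10 µM, limit read from the data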
Diaphorase act = activates diaphorase or chemically reduces, flagging diaphorase assay artifacts. Diaphorase/resazurin coupled assay, resorufin fluorescence, 16 min; hits give high values; 1 = vehicle wells, 0 = NADH-free wells. 0.005% of 190,000 active. AID 1229. activation factor at 20 µM;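 active = diaphorase activity raised at least twofold by the compound at 20 µM; inactive = activation factor below 2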
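Material: Clostridium kluyveri diaphorase, purified enzyme; Quantity: enzyme 0.07 U/mL final; Medium: HEPES pH 7.4 buffer with MgCl2 and Tween 20; Dosing: single compound dose of 20 µM, 1% DMSO final; Schedule: 16 min reaction at room temperature; Measured by: red resorufin fluorescence at 544/590 nm excitation/emission.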
TLR4 MyD88 comp = inhibitors of human TLR4-MyD88 binding. HeLa CL3-4 TLR4/MyD88 BLA complementation, FRET ratio. inhibition, % at 8.4 µM. 0.18% of 200,000 active. O00206+Q99836; in the data active = inhibition above about 25%;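 also: 0% = vehicle and 100% = reference inhibitor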
Diaphorase inh = diaphorase inhibition or chemical oxidation counter-screen; 0.69% of 190,000 active; diaphorase resazurin-to-resorufin fluorescence, NADH, 16 min; bacterial (C. kluyveri) enzyme, not human; inhibition, % at 20 µM;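 active = primary screen inhibition at 20 µM above a set limit, cut at about 50% in these data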;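 also: plate controls were DMSO with full reaction for no effect and wells lacking NADH for full effect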
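Assay system: diaphorase enzyme from Clostridium kluyveri. Quantity: enzyme working solution with 0.14 U/mL diaphorase. Schedule: reaction incubation of 16 min at room temperature. Technique: resorufin fluorescence, excitation 544 nm, emission 590 nm. Controls: No-NADH positive control and DMSO neutral control.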
Active calls of the source: *; . = not tested or not shown. Not a hit list; any-hit rate near 5.6%.

SMILES	G6PDH counter	NF-kB expr up	STAT1 act	FLuc stim CS	APP 5UTR inh	APP 5'UTR act	FLuc inhib CS	Diaphorase act	TLR4 MyD88 comp	Diaphorase inh
CO/N=C(/CNC(=O)c1ccc(F)cc1)c1ccc(Cl)cc1	0.4	0.97	91.4	1.1	-3.5	3.5	-8.9	0.9	13.3	6.9
Cc1cc(NS(=O)(=O)c2ccc(NC(=S)NC(=O)c3cccnc3)cc2)no1	0.7	1.02	99.9	1.1	-5.4	5.4	-5.4	0.9	-3.7	8.5
COc1ccc(Nc2nc(N)nc(CSc3nnc(C)s3)n2)cc1	4.0	1.71	119.9	0.9	-24.7	24.7	6.8	1	-16.1	0.2
O=C(NCCCn1ccnc1)c1cc([N+](=O)[O-])cc([N+](=O)[O-])c1	-1.4	1.21	92.9	1.1	-13.8	13.8	-8.3	1	12.6	0.4
Cc1cc(C(=O)Oc2ccccc2C(=O)O)c(C)o1	4.1	1.12	106.8	1.1	8.3	-8.3	-7.2	0.9	-5.9	8.0
CCOc1ccc(-c2nnc(NC3=NCCCCC3)o2)cc1	3.3	4.1*	118.0	0.6	-121.8	121.8	36.0	0.9	1.5	10.1
CCCCN(CC)S(=O)(=O)c1ccc(C(=O)Nc2nnc(CSC)o2)cc1	7.8	0.7	104.6	1.1	-11.9	11.8	-7.1	0.9	-2.3	5.1
CCOc1nc(SC(C(C)=O)C(=O)Nc2ccccc2)nc(N(C)C)n1 (stereo not drawn)	6.5	1.3	108.2	1.1	-12.1	12.1	-8.1	0.9	10.0	8.9
CC(C(=O)NCc1ccccc1)N1C(=O)C2CC=C(Cl)CC2C1=O (stereo not drawn)	19.4	1.04	92.1	1	-3.7	3.7	-1.3	0.9	4.7	14.7
CC(NC(=O)Cc1ccccc1)c1cc2c(cc1Br)OCCCO2 (stereo not drawn)	4.5	1.04	109.9	1	-20.9	20.9	1.8	0.9	-0.7	7.0
CCN(CC)c1ccc(/C=N/NS(=O)(=O)c2ccc(CNC(C)=O)cc2)cc1	7.0	0.86	103.2	1	16.3	-16.3	-2.7	0.9	1.8	12.0
CCn1c(-c2ccccc2Cl)nn(CC(=O)Nc2ccccc2C)c1=S	-0.8	1.02	94.7	1.1	12.4	-12.4	-6.4	0.8	0.2	15.5
COc1ccc(C2(C(=O)Nc3nncs3)CCCC2)cc1	8.2	1.06	100.3	1	-4.4	4.4	-4.7	0.9	-8.1	14.4
C=CCn1c(COc2ccccc2)nnc1SCC(=O)C(C)(C)C	-8.4	1.11	103.0	1	-8.1	8.1	-1.7	1	-4.9	1.1
COC(=O)N/N=C/c1cc(OC)c(O)c([N+](=O)[O-])c1	4.2	0.92	98.7	1	2.0	-2.0	-2.5	0.8	-2.9	15.8
Cc1ccccc1-c1nnc(SCCOc2ccc3c(C)cc(=O)oc3c2)o1	1.2	0.92	102.2	1.1	2.9	-2.9	-9.1	0.7	14.5	32.2
COc1ccc(-c2ccc(-c3nnn(CC(=O)N4CCOCC4)n3)cc2)cc1	-2.2	2.17	114.1	0.3	-37.0	37.0	74.3*	0.9	4.0	12.4
Cn1c(N)c(C(=O)c2ccc(Oc3ccccc3)cc2)c(=O)n(C)c1=O	3.3	1.11	101.9	1.1	-10.2	10.2	-6.0	0.9	-15.2	5.2
CC1CCC(C(C)C)C(OCC(O)C[N+]2(C)CCCCC2)C1 (stereo not drawn)	9.6	1.08	101.9	1	4.0	-4.0	-1.3	1	10.0	2.5
Cc1cccc(NC2=C(NCCO)C(=O)c3ccccc3C2=O)c1	27.5	1.12	93.3	1	-4.7	4.7	1.9	0.7	-0.6	34.9
COc1ccc(/C=N/NC(=O)c2nc(Cl)c(Cl)c(N)c2Cl)cc1COc1ccccc1F	0.8	1.47	105.5	1.1	-8.3	8.3	-7.1	0.9	-2.4	9.7
COc1ccc(CN2CCOCC2)cc1	7.7	1.03	102.9	1.1	-8.1	8.1	-10.0	1	-8.3	4.8
CCc1ccc([C@@H]2C[C@H]3CN(Cc4ccccc4OC)C(=O)[C@]34CCCN24)cc1	0.8	0.92	96.7	1.1	0.8	-0.8	-6.0	0.9	3.7	6.3
CCOc1ccc(-n2nc3c(=S)[nH]nc(C)c3c2C)cc1	4.9	0.83	107.8	1.1	21.2	-21.2	-6.3	0.9	-0.2	11.0
CCC(C)n1c(SC(C)C#N)nc2ccccc2c1=O (stereo not drawn)	1.4	0.76	102.1	1	-3.1	3.1	-4.9	0.8	1.8	20.3

Some of the entries so far, with values under each structure.
Below each SMILES: G6PDH counter, NF-kB expr up, STAT1 act, FLuc stim CS, APP 5UTR inh, APP 5'UTR act, FLuc inhib CS, Diaphorase act, TLR4 MyD88 comp, Diaphorase inh
CCN(CC)c1ccc(/C=N/NS(=O)(=O)c2ccc(CNC(C)=O)cc2)cc1
 : 7.0, 0.86, 103.2, 1, 16.3, -16.3, -2.7, 0.9, 1.8, 12.0
CCn1c(-c2ccccc2Cl)nn(CC(=O)Nc2ccccc2C)c1=S
 : -0.8, 1.02, 94.7, 1.1, 12.4, -12.4, -6.4, 0.8, 0.2, 15.5
COc1ccc(C2(C(=O)Nc3nncs3)CCCC2)cc1
 : 8.2, 1.06, 100.3, 1, -4.4, 4.4, -4.7, 0.9, -8.1, 14.4
C=CCn1c(COc2ccccc2)nnc1SCC(=O)C(C)(C)C
 : -8.4, 1.11, 103.0, 1, -8.1, 8.1, -1.7, 1, -4.9, 1.1
COC(=O)N/N=C/c1cc(OC)c(O)c([N+](=O)[O-])c1
 : 4.2, 0.92, 98.7, 1, 2.0, -2.0, -2.5, 0.8, -2.9, 15.8

Following part
SMILES	G6PDH counter	NF-kB expr up	STAT1 act	FLuc stim CS	APP 5UTR inh	APP 5'UTR act	FLuc inhib CS	Diaphorase act	TLR4 MyD88 comp	Diaphorase inh
Cc1c(C(=O)C(=O)NCc2ccco2)c2ccccc2n1C	7.2	1.38	103.1	1	-10.4	10.4	-2.4	0.9	15.1	13.0
O=C(Nc1ccc2c(c1)OCO2)c1cnc2n(c1=O)CCS2	5.9	2.31	125.2	0.9	-21.2	21.2	11.8	0.8	1.1	15.1
CCOC(=O)CSc1nc2ccc(N3CCOCC3)cc2c(=O)n1Cc1ccccc1	33.3	1.24	114.5	1	77.8*	-77.8	-2.9	0.6	2.0	37.5
Cc1ccc(S(=O)(=O)N2CC3CCCN3c3ccc(C(F)(F)F)cc32)cc1 (stereo not drawn)	5.5	0.63	91.2	1.1	-5.5	5.5	-5.3	0.9	-4.0	6.9
CCN(CC)C(=O)c1cc2cc([N+](=O)[O-])ccc2s1	3.0	1.35	100.0	1	-5.4	5.4	-3.9	0.9	-7.2	6.1
COc1ccc(S(=O)(=O)Cc2ccc(C(=O)N3CCN(c4ccccc4F)CC3)o2)cc1	-4.0	0.73	97.5	1.1	.	.	-9.4	1	-12.8	2.8
Cc1cc(NC(=O)c2cc(-c3ccccc3C)nc3ccccc23)no1	-2.0	0.75	103.2	1.1	-8.6	8.6	-5.1	0.7	6.9	28.2
CN1/C(=C\C(=O)COC(=O)c2ccc(O)c(O)c2)C(C)(C)c2ccccc21	3.0	1.07	88.5	1	16.7	-16.7	4.5	0.9	4.3	10.8
O=C(ONC1=NCCCCC1)c1cccc([N+](=O)[O-])c1	4.6	0.75	109.1	1.1	-16.4	16.4	-6.5	0.9	6.8	7.9
CCOC(=O)N1CCN(C(=O)CS(=O)Cc2nc(-c3ccc(C)cc3)oc2C)CC1 (stereo not drawn)	4.1	0.95	101.1	1	9.7	-9.7	-3.8	0.8	7.1	18.9
Cc1cc(CNC(=O)c2cccc([N+](=O)[O-])c2)c2ccccc2n1	12.2	0.93	90.3	0.9	13.7	-13.7	5.1	0.9	2.5	6.7
CCCNC(=O)C(=O)Nc1ccc(N(C)C)cc1	2.0	1.89	136.9*	0.8	-32.2	32.2	17.3	0.9	-0.9	13.6
COc1ccc(C(=O)N2CCCC2)cc1S(=O)(=O)N1CCC(C)CC1	9.9	1	92.7	1.1	8.9	-8.9	-5.0	0.9	-2.6	10.3
COc1ccccc1-n1c(C)cc(C=O)c1C	-2.4	0.99	99.3	1	-10.2	10.2	-0.6	0.9	-15.2	11.9
CC(=Nc1ccc(C)c(C)c1)C1=C(O)CSC1=O	-0.9	2.03	124.9	1	-9.0	9.0	3.0	0.9	9.3	13.6
O=C(Nc1ncc(Cc2cc(Cl)ccc2Cl)s1)c1ccc([N+](=O)[O-])cc1	4.8	0.93	88.6	1	-0.3	0.3	-4.4	0.9	-7.2	11.8
COC(=O)C1=C(C)NC(=S)NC1/C=C/c1ccccc1 (stereo not drawn)	0.8	0.88	98.2	1	3.7	-3.7	-0.7	1	-0.2	3.8
C#CC1(NC(=O)NC(C)(C)C)CCCCC1	8.5	1.28	102.7	1	8.8	-8.8	-1.1	1	-11.3	0.3
COc1ccc(N(CC(=O)Nc2ccc(C)cn2)S(=O)(=O)c2c(C)noc2C)cc1	1.5	0.84	100.7	1.1	-10.9	10.9	-6.2	0.9	-12.6	11.5
COc1ccccc1S(=O)Cc1ccc(C(=O)NCc2ccccc2Cl)o1 (stereo not drawn)	16.9	1.05	93.2	1	-14.6	14.6	-4.0	1	-4.5	-1.7
CCOC(=O)N=S(N)(=O)c1ccccc1 (stereo not drawn)	-7.9	1.02	100.6	1.1	12.2	-12.2	-8.5	0.8	11.2	19.3
O=C(CCCN1C(=O)c2ccccc2C1=O)OC1CSCC1NC(=O)c1ccccc1 (stereo not drawn)	15.6	1.2	93.0	1	2.8	-2.8	-4.3	0.8	-1.3	19.8
CCOC(=O)N1CCN(C(=O)CSc2ccccc2)CC1	-1.2	1.39	95.2	1	5.3	-5.3	-1.5	0.8	-13.4	16.7
O=C(O)Cn1cccc1C(=O)c1ccccc1	9.7	1.13	99.9	1.1	-6.1	6.1	-9.0	0.9	-2.2	11.5
CC(C)NS(=O)(=O)c1ccc(NC(=O)C2CC3C=CC2C3)cc1 (stereo not drawn)	8.6	1.07	95.6	1.1	5.2	-5.2	-7.1	1	-16.6	0.2
SMILES	G6PDH counter	NF-kB expr up	STAT1 act	FLuc stim CS	APP 5UTR inh	APP 5'UTR act	FLuc inhib CS	Diaphorase act	TLR4 MyD88 comp	Diaphorase inh
CCOC(=O)c1cnc(SC2CC(=O)N(c3ccc(C)cc3)C2=O)nc1N (stereo not drawn)	6.1	1.05	102.0	1.1	13.8	-13.8	-9.1	0.9	1.5	12.0
COc1ccccc1CNC(=O)c1c(N)n(CCCN2CCOCC2)c2nc3ccccc3nc12	25.6	0.52	109.6	1.1	3.2	-3.2	-5.0	0.7	-19.7	28.6
Cc1occc1-c1nnc(SCC(=O)N2CCN(c3ccccc3F)CC2)n1C	3.9	1.06	97.5	1.1	-25.0	25.0	-11.4	0.8	-4.3	16.3
O=C(NC(Cc1ccccc1)C(=O)O)/C(=C/c1ccco1)NC(=O)c1cccc(Br)c1 (stereo not drawn)	2.1	1.21	101.9	1.1	15.7	-15.7	-6.3	1	-8.0	0.0
COc1ccc(C(=O)CC(Nc2ccc([N+](=O)[O-])cc2)c2ccc(OC)cc2)cc1 (stereo not drawn)	-29.9	0.75	101.3	1	-7.8	7.8	-1.3	0.7	-4.6	28.0
COc1ccc(S(=O)(=O)NCc2ccccc2)cc1	10.2	1.09	95.3	1	8.3	-8.3	-3.4	1.1	-5.9	-5.5

High-throughput results: PubChem, several laboratories
